Growth percent in the NCI-60 one-dose screen (48 h, 10 µM unless noted): 100 = growth as untreated, 0 = no growth, -100 = all killed.
UACC-257: UACC-257 melanoma. hit rate 4.4% among 78,000. AID 1794764
EKVX: EKVX NSCLC | hit rate 3% among 71,000
SK-MEL-2: SK-MEL-2 melanoma | AID 1794763 | hit rate 4.7% among 77,000
A549/ATCC: A549/ATCC NSCLC; hit rate 3.7% among 81,000
M14: M14 melanoma; hit rate 6.2% among 80,000; AID 1794745
MALME-3M: MALME-3M melanoma; hit rate 5.8% among 78,000; AID 1794766
UACC-62: UACC-62 melanoma | AID 1794756 | hit rate 5.4% among 81,000
SK-MEL-5: SK-MEL-5 melanoma. hit rate 6.4% among 80,000. AID 1794755
* marks the source's active call; other numbers are inactive results; · = not tested or not shown; & = joins results of further samples; [ ] = another dose, or the depositor's remark. The calls were made as follows: active = growth percent below 10; inactive = the rest.

Molecule	SK-MEL-5	UACC-257	M14	UACC-62	MALME-3M	EKVX	A549/ATCC	SK-MEL-2
COc1ccc2nc(NC(=O)CSC(=S)N3CCN(C)CC3)sc2c1	102.7	107.2	111.6	·	160.1	103.3	93.0	·
O=C(Nc1ccccc1O)c1ccc(-c2ccc(Cl)cc2Cl)o1	85.9	106.1	90.0	105.3	71.4	·	101.5	96.3
CC(C)N(CCOC(=O)c1cc(I)c(-c2ccccc2)cc1O)C(C)C	86.3	100.6	95.1	100.3	132.8	97.9	92.7	·
COc1nc(OC)nc(-c2cc(C(=O)c3ccc(Br)cc3)n3cc(C)cc(C)c23)n1	87.8	94.8	90.3	92.1	54.1	68.1	51.3	68.1
COc1ccc2nc3ccccc3c(NCc3ccc(C)cc3)c2c1	34.4	-8.0*	28.7	55.7	22.1	35.2	19.3	70.0
FC(F)(F)c1nc2ccccc2n1Cc1nnc(SCc2cn(-c3cccc(Cl)c3)nn2)o1	94.6	86.4	104.7	93.2	96.3	92.2	80.5	100.0
CCc1c(Nc2ccccc2C)nc(N)[nH]c1=O	107.5	114.6	106.2	109.6	102.5	94.5	114.3	108.7
COc1ccc(/C=C/C(=O)c2ccc(B(O)O)cc2)cc1O	93.0	94.3	74.1	76.9	·	·	66.3	92.2
COc1cc2nc3c(=O)n(CCN(C)C)cnn3c(=O)c2cc1OC	98.7	107.1	95.5	101.1	99.4	95.7	105.1	101.1
N#C/C(=C\c1ccc(-c2ccc(F)cc2)o1)C(=O)Nc1ncc(Cc2ccc(Cl)cc2Cl)s1	27.4	84.1	2.2*	15.9	-52.7*	9.9*	-48.0*	68.9
NS(=O)(=O)c1ccc(N=Nc2c(O)n(CC(=O)Nc3ccccc3Br)c3ccccc23)cc1	14.7	50.0	27.9	31.2	26.5	49.1	19.8	1.9*
CC(=O)OCC(COC(C)=O)(COC(C)=O)COC(C)=O	93.0	102.6	108.4	103.3	94.6	·	110.8	101.0
CC1(C)CC(=O)C=C(Nc2ccc(O)cc2)C1	99.3	103.8	99.0	102.4	97.1	·	95.9	·
O=C(O)C(=N\Nc1ccccc1)/C(=N\Nc1ccccc1)C(=O)O	101.7	105.5	101.9	93.8	129.6	111.4	107.0	102.3
COc1ccc(/C=N/NC(=O)CN2CCN(c3cc4c(cc3F)c(=O)c(C(=O)O)cn4C3CC3)CC2)cc1	97.5	86.2	99.1	91.3	109.2	108.1	88.3	95.5
C=C[C@]1(C)C=C2C(=O)[C@@]3(O)OC(=O)[C@@]4(CCCC(C)(C)[C@H]34)[C@@]2(O)CC1	-99.1*	-93.0*	-89.0*	-87.2*	-69.6*	·	-66.6*	-66.5*
CC1CC(OC(=O)C(O)c2ccccc2)CC(C)(C)C1 (stereo unspecified)	·	94.2	108.0	112.5	116.2	106.4	99.4	107.0
Fc1cc(COC2CCN(Cc3ccc4[nH]ncc4c3)CC2)ccc1Cl	51.6	65.6	86.1	80.0	92.6	69.1	87.9	74.3
O=C(Cn1cnc2ccccc21)Nc1cccc2cccnc12	63.6	76.6	89.7	88.9	·	·	77.7	86.3
CC1=NOC(=O)/C1=C\c1ccc(N(C)C)cc1	100.3	96.5	101.0	90.0	103.8	93.3	93.4	112.2
CCCCNCCCCCCl	100.6	99.8	96.3	104.5	102.8	·	105.6	98.7
COC(=O)C1(c2ccccc2)CC2Cc3cc(F)ccc3N1O2 (stereo unspecified)	95.6	90.4	88.0	85.3	92.0	91.4	86.6	107.4
O=C(CCCCCNC(=O)c1cc(=O)c(O)co1)Nc1ccccc1	100.8	93.8	96.3	97.9	102.4	98.1	97.6	105.4
S=C(NC1CCCCC1)C(=S)NC1CCCCC1	97.8	105.3	94.0	99.3	100.8	111.4	92.4	99.5
FC(F)(F)c1ccc(-c2nc(CSc3nc4ccccc4o3)no2)cc1	102.5	115.5	106.2	98.0	99.0	101.0	97.7	96.4
CCOc1ccccc1/C=C/C(=O)CCC(=O)O	105.8	102.6	99.8	105.1	122.0	119.4	100.9	93.3
Cn1nc(C(F)(F)F)c(-c2cc(C(F)(F)F)cc(C(F)(F)F)c2)c1-c1ccc(OCc2ccc(Cl)cc2)cc1O	-36.6*	-7.2*	6.3*	3.0*	-15.9*	7.7*	10.5	-34.0*
O=C1N2C(=NC1(c1cccnc1)c1ccccn1)Nc1nc3ccccc3n1C2c1ccccn1 (stereo unspecified)	90.2	93.5	81.4	94.5	98.0	83.7	83.7	86.5
COc1ccc2[nH]c(=O)c3c(c2c1)OC(N)=C(C#N)C31c2cc(Br)ccc2-c2ccc(Br)cc21	94.9	99.9	103.1	80.8	100.5	94.0	98.9	101.9
Cc1ccc(C(=O)c2c(N)c(C#N)cn2-c2ccc(Cl)cc2Cl)cc1	99.7	92.4	85.9	93.9	91.7	95.6	78.0	102.5

10 neighbouring entries from above, quoted:
Molecule	SK-MEL-5	UACC-257	M14	UACC-62	MALME-3M	EKVX	A549/ATCC	SK-MEL-2
O=C(Cn1cnc2ccccc21)Nc1cccc2cccnc12	63.6	76.6	89.7	88.9	·	·	77.7	86.3
CC1=NOC(=O)/C1=C\c1ccc(N(C)C)cc1	100.3	96.5	101.0	90.0	103.8	93.3	93.4	112.2
CCCCNCCCCCCl	100.6	99.8	96.3	104.5	102.8	·	105.6	98.7
COC(=O)C1(c2ccccc2)CC2Cc3cc(F)ccc3N1O2 (stereo unspecified)	95.6	90.4	88.0	85.3	92.0	91.4	86.6	107.4
O=C(CCCCCNC(=O)c1cc(=O)c(O)co1)Nc1ccccc1	100.8	93.8	96.3	97.9	102.4	98.1	97.6	105.4
S=C(NC1CCCCC1)C(=S)NC1CCCCC1	97.8	105.3	94.0	99.3	100.8	111.4	92.4	99.5
FC(F)(F)c1ccc(-c2nc(CSc3nc4ccccc4o3)no2)cc1	102.5	115.5	106.2	98.0	99.0	101.0	97.7	96.4
CCOc1ccccc1/C=C/C(=O)CCC(=O)O	105.8	102.6	99.8	105.1	122.0	119.4	100.9	93.3
Cn1nc(C(F)(F)F)c(-c2cc(C(F)(F)F)cc(C(F)(F)F)c2)c1-c1ccc(OCc2ccc(Cl)cc2)cc1O	-36.6*	-7.2*	6.3*	3.0*	-15.9*	7.7*	10.5	-34.0*
O=C1N2C(=NC1(c1cccnc1)c1ccccn1)Nc1nc3ccccc3n1C2c1ccccn1 (stereo unspecified)	90.2	93.5	81.4	94.5	98.0	83.7	83.7	86.5

Next entries:
Molecule	SK-MEL-5	UACC-257	M14	UACC-62	MALME-3M	EKVX	A549/ATCC	SK-MEL-2
CNC(=O)N1N=C(c2ccc(N)cc2)c2cc3c(cc2CC1=O)OCCO3	108.7	96.0	95.8	104.9	96.9	119.1	96.0	109.0
Cn1c(=O)[nH]c2nc(SC/C(=N/O)c3ccc(Cl)cc3)[nH]c2c1=O	98.2	103.4	106.4	94.9	99.8	104.8	101.1	110.1
NC(=O)N1N=C(c2ccc(Cl)cc2)CC1c1cn(-c2ccccc2)nc1-c1ccccc1 (stereo unspecified)	97.5	·	95.0	74.5	·	80.1	66.3	89.6
N#Cc1c(N)nc2c(c(N)nn2-c2ccccc2)c1-c1ccc(Cl)cc1Cl	88.2	95.8	88.7	84.5	98.9	20.4	25.7	91.2
CN1CCN(Cc2ccc(NC(=O)c3cncc(C#Cc4cnc5ccc(OCCCS(C)(=O)=O)nn45)c3)cc2C(F)(F)F)CC1	-57.0*	-27.6*	-78.9*	-57.3*	-80.5*	-10.7*	-9.7*	-82.0*
O=C(Nc1ccc(Nc2ncnc3sc4c(c23)CCCC4)cc1)Nc1cccc(C(F)(F)F)c1	99.6	110.6	98.1	92.6	93.2	99.6	95.8	111.1
O=C(Nc1ccc(Cn2nnc3c(F)cccc32)cc1)c1ccc(Cl)cc1	19.0	50.1	82.0	67.1	76.2	54.4	69.0	82.5
Nc1cc(Cl)c(Cl)cc1S(=O)(=O)O	96.5	95.8	98.7	102.5	87.5	99.2	92.1	102.8
CCOC(=O)c1cc(-c2ccccc2)nc2c(O)cccc12	84.2	98.9	104.6	68.7	·	99.2	84.4	·
CCOC(=O)CCCCCNC(=O)c1ccccc1	110.3	111.4	104.5	110.4	125.8	·	91.8	100.3
Clc1ccc(Cc2ccncc2)cc1	104.1	104.1	108.8	95.3	·	101.0	106.4	120.6
CCOC(=O)N1C/C(=C/c2ccc(Cl)cc2)C(=O)/C(=C/c2ccc(Cl)cc2)C1	88.1	94.2	57.1	67.6	84.9	·	61.1	84.7
COc1cc2c(NC3CCCCC3)ncnc2c(OC)c1OC	98.7	91.0	117.6	95.9	97.8	88.0	101.1	103.1
O=C(O)CCC(=O)O	96.1&106.1&103.9&111.9	105.6&96.1&102.2&122.0	106.4&95.6&106.8&105.1	97.0&110.8&96.3&95.3	110.3&116.8&102.0&126.7	105.8&105.6&115.0	92.2&99.5&106.7&117.6	109.8&105.4&104.1&106.5
COc1ccc(NC(=O)CSc2nnc(-c3ccc(-c4nc5ccc(Cl)cc5[nH]4)cc3)o2)cc1OC	104.5	100.9	85.2	92.9	98.8	95.0	103.3	86.4
C=C1C(=O)O[C@@H]2/C=C(/C)C3=CC(=O)[C@@](C)(C[C@H](OC(=O)/C(C)=C\C)[C@@H]12)O3	·	-36.2*	-27.6*	·	-22.9*	21.6	72.6	-28.5*
COC[C@]12CCC(C)(C)C[C@H]1C1=CC[C@@H]3[C@@]4(C)CCCNC(C)(C)[C@@H]4CC[C@@]3(C)[C@]1(C)CC2	-98.1*	-18.5*	-67.3*	-74.0*	-68.5*	-83.4*	10.1	35.2
CC(=O)NCc1ccc(S(N)(=O)=O)cc1	100.0	64.1	93.7	101.4	104.7	99.1	78.3	83.4
CCOC(=O)c1cn2c3c(c(C)cc(C)c3c1=O)C(=O)/C(=C/c1ccc(F)cc1)C2	88.5	87.0	98.1	61.3	112.9	99.7	92.2	94.8
Cc1c(C)c2c(c(C)c1NC(=O)c1ccccc1C(=O)O)CCC(C)(CCCC(C)CCCC(C)CCCC(C)C)O2 (stereo unspecified)	47.3	96.1	84.1	71.7	·	97.0	47.4	78.5
C#CCOc1ccc(C(Nc2ccc(F)c(Cl)c2)c2nnnn2C2CCCCC2)cc1OC (stereo unspecified)	94.5	87.2	·	69.0	113.8	70.5	77.9	98.7
COc1ccc(OC)c(/C=C/c2nc(=S)n(-c3ccc(Cl)cc3)[nH]2)c1	32.5	77.6	31.0	42.8	29.8	75.2	66.3	71.2
COc1ccc(-c2nc3sc(C)nn3c2/C=C2/C(=O)Nc3ccccc32)cc1	89.1	117.6	93.3	90.7	91.4	·	97.5	108.9
C/C(=N\Nc1nc(-c2cc(O)c(C)c(C)c2O)cs1)c1ccccc1	99.9	107.2	102.9	94.6	113.6	103.5	93.3	109.4
CN1CCN(C(=O)c2ccc(-c3nc4ccc5[nH]ncc5c4c4c3CCC4)cc2)CC1	82.0	99.6	·	79.5	94.5	84.9	85.0	104.3
Cc1cc2ncn(CC(=O)NN)c2cc1C	110.1	106.3	103.7	106.3	93.2	106.8	89.9	100.3
CC1CNC2(CCCCC2)O1 (stereo unspecified)	105.7	79.1	100.4	93.2	98.8	86.6	68.1	97.4
C/C(=N\N=C(/C)c1ccc(Br)s1)c1ccc(Br)s1	106.9	108.6	107.3	91.8	·	84.0	101.1	103.7
CCOC(=O)OC(C)OC1=C(C(=O)Nc2ccccn2)N(C)S(=O)(=O)c2ccccc21 (stereo unspecified)	100.7	110.0	104.9	107.8	105.9	93.3	102.2	·
CC(C)C1=NOC(=O)C1=Cc1cn(-c2ccccc2)nc1-c1ccc(Cl)cc1	83.2	104.6	76.4	75.6	93.2	98.5	100.2	85.6
CN(C)CCC=C1c2ccccc2C(C)(C)c2ccccc21	64.3	24.2	11.6	71.2	78.9	109.8	88.9	74.4
CCOC(=O)c1sc(/N=C2\NC(=O)/C(=C/c3ccc(OC)cc3)S2)nc1C	96.8	104.1	93.5	86.9	87.7	94.1	95.3	93.8
Cc1ccc(NC(=O)Nc2nccnc2OCc2ccc(F)cc2)cc1	103.1	99.7	99.0	95.1	114.1	92.0	101.8	103.4
Cn1cc(-c2csc(-c3ccc(Cl)cc3)n2)c2cccnc21	-86.9*[100 µM]	-35.6*[100 µM]	-62.3*[100 µM]	-38.5*[100 µM]	-9.5*[100 µM]	-14.4*[100 µM]	10.0*[100 µM]	-22.0*[100 µM]
Clc1ccc(CSc2nnc(-c3cccs3)n2-c2ccccc2)cc1	82.6	96.7	99.9	54.3	98.6	78.1	90.1	101.2
COc1ccccc1OCC(=O)O	96.8	·	102.3	106.5	95.3	105.6	·	116.3
Cc1ccc(-c2cc(-c3cccnc3)[nH]c(=O)c2C#N)cc1	104.8	107.7	112.1	96.9	112.4	101.2	102.0	120.0
Cc1nc(Cl)nc(Cl)c1[N+](=O)[O-]	102.1	94.2	116.7	100.6	102.2	·	94.9	117.9
COc1ccc2nc(Cl)c3sc4ccc(F)cc4c(=O)c3c2c1	29.0	90.3	97.9	92.3	74.1	80.6	100.8	116.6
O=C1c2ccccc2-c2ccc(-c3ccc4c5c(cccc35)C(=O)c3ccccc3-4)c3cccc1c23	104.6	103.8	104.8	101.5	85.9	·	101.4	114.2
CCOC(=O)n1cc(-c2nonc2-c2cn(C)c3ccc(Br)cc23)c2cc(F)ccc21	91.8	80.1	78.1	63.8	84.6	67.3	58.4	94.0
CCCCCCCc1nc(C#N)c(NCc2ccc(C)cc2)o1	108.0	102.8	99.2	95.4	98.7	94.5	99.1	98.1
